mIAP activ: activators of mouse IAP, primary screen, biochemical, luminescence, uHTS | intestinal alkaline phosphatase [Mus musculus] | 330,000 compounds, 0.24% hits | muIAP, CDP-Star luminescence, 30 min; hits give high values; 1 = vehicle-only enzyme signal, 0 = enzyme-free wells | activation factor at 10 µM | AID 2805, 2010;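 active means activation factor of at least 2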; further: the source names both 10 and 20 µM as test concentration; values of inactives mirror those of a sister screen read the other way
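also added = chemiluminescent substrate CDP-Star | test system = mouse IAP enzyme | signal = chemiluminescence readout | compound = DMSO-dissolved test compounds | incubation = 30 min at room temperature | benchmarks = DMSO wells, no-enzyme wells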
Apaf1 inhib: inhibitors of human Apaf-1 apoptosome, primary screen, biochemical, DEVD-Rh110 fluorescence, uHTS; 330,000 compounds, 0.71% hits; AID 489030, 2010; reconstituted apoptosome caspase-3 activity; inhibition, % at 20 µM; Apoptotic protease-activating factor 1 (Homo sapiens), O14727; active means inhibition of at least 40% at 20 µM;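 further: plate controls were DMSO wells for no effect and DEVD-CHO caspase inhibitor wells for full effect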
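System: reconstituted apoptosome with Apaf-1, cytochrome c, caspase-9, procaspase-3, dATP; Signal: Rh110 fluorescence intensity; Schedule: 30 min compound preincubation, 50 min activation, room temperature; Reagent: cytochrome c trigger plus (Z-DEVD)2-Rh110 caspase-3 substrate.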
hIAP activ: human IAP activators, primary screen, biochemical, luminescence, uHTS. AID 2524, 2010. activation factor at 10 µM. purified human IAP, CDP-Star luminescence, 30 min; hits give high values; 1 = vehicle-only enzyme, 0 = enzyme-free background. 330,000 compounds, 0.16% hits. Intestinal-type alkaline phosphatase (Homo sapiens), P09923;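 active means activation factor of the enzyme at least 2-fold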; further: the source names both 10 and 20 µM as test concentration; values of inactives mirror those of a sister screen read the other way
hIAP inh: human IAP inhibitors, primary screen, biochemical, luminescence, uHTS. purified IAP, CDP-Star luminescence, 30 min. Intestinal-type alkaline phosphatase (Homo sapiens), P09923. 330,000 compounds, 0.12% hits. inhibition, % at 10 µM;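 active means inhibition reaching a set limit with compound at 10 µM in the primary screen, cut at about 35% in these data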;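 further: plate controls were DMSO wells with enzyme for no effect and no-enzyme buffer wells for full effect; values of inactives mirror those of a sister screen read the other way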
TIM10 inh: growth inhibitors of isogenic TIM10 control yeast, primary screen, counter-screen for tim10-1 yeast inhibitor project, luminescence, uHTS. S. cerevisiae TIM10 strain growth, BacTiter-Glo luminescence, 24 h. inhibition, % at 10 µM. 330,000 compounds, 1.4% hits. AID 463195, 2010;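 active means inhibition of 40% or more at the single tested concentration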;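 further: wild-type TIM10 isogenic control strain grown at permissive 25 °C; 0% = DMSO yeast wells and 100% = minimal medium wells without yeast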
ATG4B inh: ATG4B protease inhibitors, primary screen, biochemical, fluorescence, uHTS; inhibition, % at 8.33 µM; ATG4B cleavage of LC3-PLA2, NBD-HPC fluorescence, 1 h; Cysteine protease ATG4B (Homo sapiens), Q9Y4P1; 340,000 compounds, 0.51% hits; in the data active means inhibition above about 40%
Target sequence (Q9Y4P1 whole entry, looked up): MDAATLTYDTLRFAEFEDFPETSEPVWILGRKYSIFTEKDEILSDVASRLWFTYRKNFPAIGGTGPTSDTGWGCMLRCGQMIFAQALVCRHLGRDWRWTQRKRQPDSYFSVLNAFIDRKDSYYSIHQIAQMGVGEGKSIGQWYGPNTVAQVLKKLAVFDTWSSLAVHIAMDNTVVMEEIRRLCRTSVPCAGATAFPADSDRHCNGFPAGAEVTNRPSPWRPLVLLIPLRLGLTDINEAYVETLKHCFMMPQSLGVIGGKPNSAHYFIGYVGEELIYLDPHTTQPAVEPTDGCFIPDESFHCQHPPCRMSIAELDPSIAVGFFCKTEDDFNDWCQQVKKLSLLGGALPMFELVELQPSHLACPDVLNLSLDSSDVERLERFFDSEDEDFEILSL
tim10-1 inh: growth inhibitors of tim10-1 mutant yeast, primary screen, luminescence, uHTS | S. cerevisiae tim10-1 ts strain growth, BacTiter-Glo, 24 h | inhibition, % at 20 µM | 330,000 compounds, 2.2% hits | AID 463190, 2010;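 active means inhibition of at least 40%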;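 further: mutant grown at 25 °C; 0% = DMSO wells with yeast and 100% = wells holding no yeast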
NLRP3 yeast inh: NALP3 inflammasome inhibitors in reconstituted yeast, primary screen, luminescence, uHTS | inhibition, % at 10 µM | 330,000 compounds, 0.39% hits | Yeast reconstituted NLRP3/ASC/caspase-1, beta-gal luminescence, 24 h;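 active means inhibition of 50% or more; inactive means inhibition below 50%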;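 further: plate controls were induced DMSO wells for no effect and uninduced yeast grown without galactose for full effect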
mIAP block: inhibitors of mouse IAP, primary screen, biochemical, luminescence, uHTS | 330,000 compounds, 0.2% hits | purified mouse IAP, CDP-Star luminescence, 30 min | inhibition, % at 10 µM | intestinal alkaline phosphatase [Mus musculus];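 active means inhibition of at least 40% at 10 µM in the primary screen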;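 further: plate controls were DMSO with enzyme for no effect and no enzyme wells for full effect; values of inactives mirror those of a sister screen read the other way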
Active calls of the source: *; nt = not tested or not shown.

entry	molecule	mIAP activ	Apaf1 inhib	hIAP activ	hIAP inh	TIM10 inh
1	COc1ccc(NC(=O)CSc2nc3ccccc3c(=O)n2CCC(=O)N2CCCCC2)cc1	1	4	0.92	8	-3
2	CC(C)(C)OC(=O)N1CCC2(CC1)Oc1ccc(F)cc1C(=O)C21CC(c2ccc(Cl)cc2)=NO1 (centres undefined)	0.85	15	1	0	7
3	Cc1ccc(OCC(=O)NNC(=O)C2CSC3(C)CCC(=O)N23)cc1 (centres undefined)	0.98	1	1.1	-5	6
4	O=C(NCCCN1CCCC1=O)c1ccc2c(=O)n(-c3ccccc3F)c(=S)[nH]c2c1	0.96	-1	0.97	3	-6
5	O=C(c1ccc(Cl)cc1[N+](=O)[O-])N(Cc1ccccc1)Cc1ccccc1	0.94	19	0.85	15	8
6	O=C(NCCCN1CCCC1=O)c1ccc(S(=O)(=O)Nc2ccccc2)cc1	1	-3	1.2	-16	3
7	O=C(COC(=O)C1(c2ccccc2F)CCCC1)N1CCc2ccccc21	0.97	6	0.83	17	7
8	CCOC(=O)c1ccc(S(=O)(=O)NCC(c2ccc(N(C)C)cc2)c2c[nH]c3ccccc23)cc1 (centres undefined)	0.89	13	0.99	1	13
9	N#CCOC(=O)[C@H](Cc1c[nH]c2ccccc12)NS(=O)(=O)c1ccc(Cl)cc1	0.91	12	1.1	-12	15
10	Cc1cc(-c2ccccc2)nc2cc(C(N)=O)nn12	0.98	2	0.95	5	-4

entry	ATG4B inh	tim10-1 inh	NLRP3 yeast inh	mIAP block
1	-9	3	-8	0
2	nt	13	13	15
3	2	8	0	2
4	3	0	1	4
5	nt	4	17	6
6	-4	-1	10	-3
7	10	10	7	2
8	5	12	8	11
9	57*	17	-3	9
10	0	-11	21	2

(continued)
entry	molecule	mIAP activ	Apaf1 inhib	hIAP activ	hIAP inh	TIM10 inh
11	O=C(NCCc1ccccc1)c1cnc2n(c1=O)CCS2	0.9	1	1.2	-18	-4
12	COc1ccc(C(=O)N2CCOC2CNC(=O)C(=O)NCCc2ccccc2OC)cc1 (centres undefined)	1.1	8	1	-3	3
13	O=C(Nc1cc(C(F)(F)F)ccc1N1CCOCC1)c1cccs1	0.91	4	0.9	10	-4
14	CCOc1ccc(/C(O)=C2/C(=O)C(=O)N(CCCn3ccnc3)C2c2cccs2)cc1Cl (centres undefined)	0.98	7	1.1	-8	-8
15	COc1ccc(Cn2c(-c3ccc(Cl)cc3)c[n+]3ccccc23)cc1	1	2	1.2	-22	46*
16	O=C(c1ccc(S(=O)(=O)N2CCOCC2)cc1)N(c1ccc(F)cc1)C1C=CS(=O)(=O)C1 (centres undefined)	1.1	-25	1.2	-21	-13
17	Cc1c(NC(=O)c2ccccc2NS(=O)(=O)c2ccc(Br)cc2)c(=O)n(-c2ccccc2)n1C	1.2	14	1.3	-29	10
18	COc1ccc(/C=C(/C#N)C(=O)Nc2cc(C)ccc2C)cc1C(=O)O	1	0	1.2	-20	0
19	COc1ccc2c(c1)[nH]c1c(=O)n(Cc3ccccn3)cnc12	0.98	-3	1	-4	-1
20	COc1ccc(CSc2nc3nc(C)cc(C)n3n2)cc1F	0.97	2	1	-4	-3

entry	ATG4B inh	tim10-1 inh	NLRP3 yeast inh	mIAP block
11	3	-3	15	10
12	6	16	0	-7
13	-3	34	14	9
14	-3	7	3	2
15	1	49*	-4	-4
16	1	-5	11	-9
17	-13	27	6	-16
18	1	13	15	-3
19	-2	-19	22	2
20	0	19	7	3

Following part:
entry	molecule	mIAP activ	Apaf1 inhib	hIAP activ	hIAP inh	TIM10 inh
21	Cc1ccc(C(=O)NCC(=O)NCC(c2ccco2)N2CCCCC2)cc1C (centres undefined)	1	6	1.2	-21	10
22	COc1ccc(/C=C/C(=O)c2ccc[nH]2)c(OC)c1OC	0.88	2	0.93	7	25
23	Cc1cc(NC(=O)CSc2nnc(Nc3ccccc3F)s2)no1	1.1	-1	1.1	-8	8
24	Cn1ccnc1SC(=O)N1c2ccccc2Sc2ccccc21	1	5	0.91	10	21
25	CCOCCCNC(=O)C1CCC(CNS(=O)(=O)c2cccc3nsnc23)CC1 (centres undefined)	0.87	-1	0.97	2	-1
26	CCOCCCn1c(=O)c2ccccc2n2c(=S)[nH]nc12	1	7	1.1	-10	-18
27	Cc1nn(Cc2ccccc2)c(Cl)c1C(=O)OCC#N	0.95	-13	0.99	1	8
28	NC(=O)C1CCN(C(=O)c2ccc(-c3ccccc3)cc2)CC1	0.98	7	1.1	-9	3
29	CC(C)[C@H](NC(N)=O)C(=O)Nc1ccc(Oc2ccccc2)cc1	1.1	3	1.1	-13	-6
30	CCOC(=O)c1ccc(NC(=O)Nc2ccc(F)cc2)cc1	2.5*	4	0.96	4	-15

entry	ATG4B inh	tim10-1 inh	NLRP3 yeast inh	mIAP block
21	-3	5	10	-2
22	-12	25	13	12
23	0	3	13	-6
24	-11	31	5	-4
25	-1	7	-3	13
26	-7	19	15	-5
27	-11	-12	30	5
28	14	22	16	2
29	-13	-3	4	-9
30	-13	-24	25	-154

New compounds follow
entry	molecule	mIAP activ	Apaf1 inhib	hIAP activ	hIAP inh	TIM10 inh
31	CC[C@@H](C)[C@@H]1CN([C@@H](CN2CCC[C@H]2CN2C(N)=NC[C@H]2CC(C)C)C(C)C)C(=N)N1CCc1ccc(Cl)c(Cl)c1	1	63*	1	-1	1
32	O=C(Oc1c(-c2ccccc2)c(=O)n2c3c(cccc13)CC2)c1cccc([N+](=O)[O-])c1	1.1	10	1.4	-42	35
33	CCc1cccc(N(CC(=O)NC2CCCCC2)C(=O)c2csnn2)c1	1	4	0.86	14	7
34	CCOC(=O)c1nc(Nc2ccc(N3CCOCC3)cc2)c2ccccc2n1	0.96	4	0.97	3	0
35	Cc1ccc2nc(C)cc(C(=O)OCC(=O)Nc3c(C)n(C)n(-c4ccccc4)c3=O)c2c1	1.1	2	0.92	8	-5
36	O=C(NCc1ccc(F)cc1)C1CCC(=O)N1CCc1ccccc1 (centres undefined)	0.94	0	0.82	18	-6
37	CC(=O)Nc1nnc(C)s1	0.85	-4	1	0	6
38	O=C1OCCN1C(=O)[C@H]1[C@H](c2ccc(F)cc2)C(c2ccc(F)cc2)=NN1c1ccc(Br)cc1	0.96	5	0.97	3	24
39	Cc1ccnc(SCC(=O)c2ccc([N+](=O)[O-])cc2)n1	1	-17	1	0	9
40	Cc1cc(Cl)ccc1OCC(=O)OCC(=O)NC1CCS(=O)(=O)C1 (centres undefined)	1.1	-7	0.95	5	-1

entry	ATG4B inh	tim10-1 inh	NLRP3 yeast inh	mIAP block
31	9	-13	7	-2
32	28	40	-29	-7
33	5	7	2	0
34	-8	16	10	4
35	-9	8	-9	-10
36	-1	5	7	6
37	-5	1	19	14
38	2	32	-4	4
39	1	20	10	0
40	-6	12	10	-5

Carrying on:
entry	molecule	mIAP activ	Apaf1 inhib	hIAP activ	hIAP inh	TIM10 inh
41	Cc1ccc(NC(=O)CC2C(=O)NC3CCCCC3N2C(=O)c2ccc(F)cc2)cc1C (centres undefined)	1.2	11	1.1	-12	-4
42	CN1CCN(C(=O)c2ccccc2N(Cc2ccccc2)S(C)(=O)=O)CC1	0.98	-5	1.8	-77	4
43	O=C(CSc1nnc(-c2ccc(O)cc2)o1)Nc1ccccc1	0.89	-5	0.94	6	-9
44	Cc1ccccc1OCCN1CCC(Cc2ccccc2)CC1	1	6	0.94	6	14
45	Cc1nnc(NC(=O)Cn2cnc3c2c(=O)n(C)c(=O)n3C)s1	1.1	9	1	-2	4
46	OCCCCNc1cccc2ccccc12	1.1	81*	0.95	5	15
47	CCOC(=O)CSc1nc(C)cc(C)c1C(N)=O	0.96	-4	1	-4	6
48	On1c2c(c3c4nonc4ccc31)CCCC2	0.81	27	0.87	13	25
49	CC1Cc2ccccc2N1C(=O)COC(=O)c1cccnc1Cl (centres undefined)	1.1	-17	1.1	-6	-11

entry	ATG4B inh	tim10-1 inh	NLRP3 yeast inh	mIAP block
41	1	9	-2	-23
42	13	7	-9	2
43	7	-51	15	11
44	-1	-28	26	-2
45	10	2	4	-6
46	-4	20	30	-8
47	7	17	12	4
48	nt	38	3	19
49	-11	2	5	-5
